Screens deposited in PubChem BioAssay by NCI.
NCI-60 one-dose screen, 48 h, at 10 µM unless noted. Numbers give growth in % (100 = growth as untreated, 0 = no growth, -100 = all killed).
OVCAR-5 – OVCAR-5 ovarian cancer. hit rate 2.9% among 82,000. AID 1794783
PC-3 – PC-3 prostate cancer cells. hit rate 3.9% among 80,000. AID 1794754
OVCAR-8 – OVCAR-8 ovarian cancer; AID 1794782; hit rate 4.4% among 81,000
KM12 – KM12 colon cancer cells; hit rate 5% among 82,000; AID 1794800
HCC-2998 – HCC-2998 colon cancer; hit rate 4.7% among 79,000; AID 1794799
OVCAR-4 – OVCAR-4 ovarian cancer cells; hit rate 3.7% among 80,000
OVCAR-3 – OVCAR-3 ovarian cancer | hit rate 7% among 79,000 | AID 1794787
DU-145 – DU-145 prostate cancer; hit rate 4.2% among 81,000; AID 1794760
SW-620 – SW-620 colon cancer; hit rate 5.2% among 82,000
* marks the source's active call; other numbers are inactive results; nt = not tested or not shown; [ ] = another dose, or the depositor's remark. The calls were made as follows: active = growth percent below 10; inactive = the rest.

SMILES	OVCAR-5	PC-3	OVCAR-8	KM12	HCC-2998	OVCAR-4	OVCAR-3	DU-145	SW-620
CC(=O)[C@H]1CC[C@]2(C)[C@@H]1CC[C@@H]1[C@@]3(C)C/C(=C/c4cccnc4)C(=O)C(C)(C)[C@@H]3CC[C@]12C	132	27	27	49	100	44	47	85	62
NC(=O)c1ccc(-c2nc(CSc3nc4ccccc4s3)no2)cc1	91	84	103	89	98	103	96	106	110
S=C1SCN(Cc2ccccc2)CN1Cc1ccccc1	93	47	93	5.8*	nt	86	32	42	33
c1ccc2c3c(ccc2c1)Oc1ccc2ccccc2c1C3CCC1c2c(ccc3ccccc23)Oc2ccc3ccccc3c21	99	99	105	104	114	112	104	124	110
O=C(C[n+]1cccc2c3ccccc3ccc21)C(F)(F)F	106	76	81	50	102	81	88	106	84
Ic1ccc(OCCCCCn2ccnc2)cc1	80	54	78	89	91	36	53	73	80
CC(C)Oc1ccccc1C(=O)Nc1ccccc1C(=O)Nc1cccc(S(=O)(=O)C(F)(F)F)c1	100	65	94	88	101	91	105	104	93
CC(C)c1ccc(Cn2c(-c3cscn3)nc3c(Cl)cccc32)cc1	86	70	95	67	94	85	81	92	87
Cc1cc(=O)n(C(=O)Nc2ccccc2)c2cc(O)ccc12	98	96	95	104	101	114	105	107	94
C#CCOc1ccc(C(Nc2cc(C)cc(C)c2)c2nnnn2C2CCCCC2)cc1OC (stereo not drawn)	95	91	83	93	96	96	107	100	93
Nc1ccc2c(c1)C(=O)c1cccc(Cl)c1-2	87	95	106	102	107	111	100	103	97
CCC(CC)CCC(=O)CC(C)C	96	nt	103	105	104	106	121	111	105
O=C(NO)c1ccc(CNc2nc(-c3ccccc3)c3ccccc3n2)cc1	-22*	17	6.4*	12	-64*	33	-11*	10	-58*
OCCOc1ccc(-c2cc(-c3ccccn3)nc(-c3ccccn3)c2)cc1	-36*	20	nt	8.5*	nt	5.2*	-33*	-10*	2.1*
COc1cccc(NC(=O)Nc2ccc(Nc3ncnc4sc5c(c34)CCN(C(=O)CCl)C5)cc2)c1	103	91	84	98	115	126	104	118	102
CCCCOC(=O)c1ccc(NC(=O)CN2CCOCC2)cc1	93	83	95	107	102	105	108	109	103
O=C(Nc1cccc2c1C(=O)c1cccc(Nc3cccc4c3C(=O)c3cccc(NC(=O)c5ccccc5)c3C4=O)c1C2=O)c1ccccc1	114	87	96	114	114	118	123	120	109
CCOC(=O)n1ncc2c(Nc3ccc(NC(C)=O)cc3)ncnc21	94	101	102	110	103	107	111	106	103
COc1ccc(NCc2cn(-c3ccc(C(=O)O)cc3)nc2-c2ccc(C(=O)O)cc2)cc1	111	109	103	98	99	116	99	101	108
CC(C)=C/C(C)=N\NS(=O)(=O)c1ccc([N+](=O)[O-])cc1	107	94	101	102	101	96	109	105	104
Cc1ccc(C(=O)Nc2ccc(CN3CCN(C)CC3)c(C(F)(F)F)c2)cc1C#Cc1cnc(N)cc1C#N	13	-34*	-33*	-70*	-77*	5.1*	-40*	-53*	-81*
CCN(CC)C(=O)Nc1ccc([N+](=O)[O-])cc1	111	94	103	103	104	115	111	109	109
CC1(CCl)Nc2ccccc2C(=O)N1c1ccc(Cl)cc1 (stereo not drawn)	101	103	98	104	118	94	106	106	103
NNC(=O)CNC(=O)c1ccccc1I	94	90	101	95	109	116	103	111	100
Cc1cc(C)c(C(=O)/C=C/c2ccccc2)c(C)c1	111	nt	75	79	91	79	60	66	87
COc1cc(/C=C/C(=O)O)cc(Br)c1O	91	104	92	108	90	110	110	121	109
Cn1c2c(Cl)c(Cl)ccc2c2cc(N)[nH]c(=O)c21	66	65	74	94	85	87	86	84	78
COc1ccc2nc(CCC(=O)Nc3ccccc3)c(CC(=O)Nc3ccccc3)cc2c1	106	98	96	101	96	101	111	96	107
CCCCCCCCCCCCCCCC(=O)NCCCC[C@@H](NC(=O)[C@@H](C)NC(=O)[C@@H](CCCCN)NC(=O)[C@@H](C)NC(=O)[C@@H](CC(C)C)NC(=O)[C@@H](CCCCN)NC(=O)[C@@H](C)NC(=O)[C@@H](CC(C)C)NC(=O)[C@@H](CCCCN)NC(=O)[C@@H](CCCCN)NC(=O)[C@@H](C)NC(=O)[C@@H](CC(C)C)NC(=O)[C@@H](CCCCN)NC(=O)[C@@H](C)NC(=O)[C@@H](CC(C)C)NC(=O)[C@@H](CCCCN)NC(=O)CCCCCN)C(N)=O	105[7.25 µM]	91[7.25 µM]	96[7.25 µM]	110[7.25 µM]	101[7.25 µM]	116[7.25 µM]	122[7.25 µM]	123[7.25 µM]	107[7.25 µM]
Nc1ccccc1SC1CC(=O)N(c2cccc(Cl)c2)C1=O (stereo not drawn)	94	83	95	99	100	86	112	119	111
O=C(CSc1nnc(-c2cccs2)n1-c1ccccc1)Nc1cccc(Br)c1	101	102	80	100	106	89	100	97	98
C/C(=N\O)C1CC[C@]2(C)[C@@H]1CC[C@@H]1[C@@]3(C)CC/C(=N/O)C(C)(C)[C@@H]3CC[C@]12C (stereo partly drawn)	102	94	99	95	99	102	101	95	104
COc1ccccc1NC(=O)c1cccc(-c2cc(=O)c3c(O)c(OC)c(OC)cc3o2)c1	92	75	65	99	102	96	101	95	101
CCOC(=O)c1c2c(c(C)n1Cc1ccccc1)-c1[nH]c(=O)ncc1CC2	95	nt	114	93	90	113	139	133	104
CCCCN1C(=O)C2CC=CCC2C1=O (stereo not drawn)	95	nt	98	110	nt	108	125	117	107
Cn1cnc2nc(Cl)nc(Cl)c21	60	25	24	-41*	nt	42	-28*	-24*	22
O=C(O)CNS(=O)(=O)c1ccc(Oc2ccc(S(=O)(=O)NCC(=O)O)cc2)cc1	101	99	98	98	105	111	104	105	102
CCCC(=O)OCC(C)(C)COC(=O)CCC	101	101	102	nt	106	107	nt	nt	107
COc1c2c(c(CCC(=O)O)c3c1C=CC(C)(C)O3)OC(C)(C)C=C2	101	98	102	108	97	97	114	137	107
Cc1ccc(/C(=N\c2sc(-c3ccccc3)nc2-c2ccccc2)N2CCN(c3ccccc3F)CC2)cc1	105	105	99	102	105	86	110	106	94

Entries of single compounds, quoted from the list:
Ic1ccc(OCCCCCn2ccnc2)cc1 in the list: OVCAR-5: 80; PC-3: 54; OVCAR-8: 78; KM12: 89; HCC-2998: 91; OVCAR-4: 36; OVCAR-3: 53; DU-145: 73; SW-620: 80
COc1cccc(NC(=O)Nc2ccc(Nc3ncnc4sc5c(c34)CCN(C(=O)CCl)C5)cc2)c1 in the list: OVCAR-5: 103; PC-3: 91; OVCAR-8: 84; KM12: 98; HCC-2998: 115; OVCAR-4: 126; OVCAR-3: 104; DU-145: 118; SW-620: 102
Cc1cc(C)c(C(=O)/C=C/c2ccccc2)c(C)c1 in the list: OVCAR-5: 111; PC-3: nt; OVCAR-8: 75; KM12: 79; HCC-2998: 91; OVCAR-4: 79; OVCAR-3: 60; DU-145: 66; SW-620: 87

Other results.
SMILES	OVCAR-5	PC-3	OVCAR-8	KM12	HCC-2998	OVCAR-4	OVCAR-3	DU-145	SW-620
Nc1nonc1-n1nncc1-c1ccc(Cl)s1	116	93	104	112	106	106	109	109	109
O=C1Nc2ccc([N+](=O)[O-])cc2/C1=C\c1cccs1	95	103	103	105	109	101	113	115	98
C(=N\c1nc(NCc2ccccc2)[nH]c1-c1ccccc1)/c1ccccc1	98	101	108	105	118	115	110	114	108
COC(=O)/C=C/C(=N/Nc1ccccc1)c1ccccc1	93	95	99	95	98	94	97	100	99
CCCCCCCCc1ccc(C(=O)Nc2ccc(C)cc2OP(=O)(O)O)cc1	90	92	104	104	101	102	105	109	108
O=C(O)c1ccc(Br)cc1	98	102	107	116	105	102	122	123	111
CCN1CCN(CC(=O)Nc2nc3ccc(NCc4ccc(Br)cc4)cc3s2)CC1	76	45	82	53	63	73	57	84	5.9*
Cc1cc(C)c2nc(C)c(C)[n+]([O-])c2c1	100	73	94	106	98	107	110	110	114
O=C1NC(=O)C(c2coc3ccc(O)cc23)=C1c1c[nH]c2ccccc12	98	69	97	85	117	78	89	81	74
Cc1ccc(NC(=O)N=c2oc3c(C)cccc3cc2-c2cc3ccccc3[nH]2)cc1	106	98	107	107	106	94	111	104	100
Cc1cc(O)c2c(c1)C(=O)c1c(Br)c(O)c(Br)c(O)c1C2=O	90	72	61	68	86	54	63	99	75
CC(=O)COc1ccccc1[N+](=O)[O-]	105	102	101	104	107	105	111	111	103
CCOC(=O)c1cnn(CC(C)O)c1NC(=O)NCc1ccccc1C(F)(F)F (stereo not drawn)	102	107	98	99	94	99	108	105	105
CCCCCN(CCCCC)CCC[C@@H](C)[C@H]1CC[C@H]2[C@@H]3[C@H](OCCCN)C[C@@H]4C[C@H](OCCCN)CC[C@]4(C)[C@H]3C[C@H](OCCCN)[C@]12C	66	81	55	22	60	85	107	77	46
Cc1[nH]c(C(=O)Nc2ccc3nc(OCCN4CCOCC4)ccc3c2)c(Cl)c1Cl	99	59	75	73	97	13	89	67	72
OC(COc1ccccc1Cl)CN1CCN(c2ccc(Cl)cc2)CC1 (stereo not drawn)	82	85	104	100	102	92	106	110	108
COc1cccc(/C=C(/C(C)=O)C(=O)c2ccccc2)c1	91	73	83	75	114	88	94	77	78
CNC(=O)c1c(C)oc2cc(Oc3ncnc4cc(OC)c(OC)cc34)ccc12	95	85	85	102	nt	78	89	101	104
CCCCc1ccc(Nc2ccc(Nc3ccc(CCCC)cc3S(=O)(=O)O)c3c2C(=O)c2ccccc2C3=O)c(S(=O)(=O)O)c1	98	39	100	97	117	100	103	107	99
O=C(CN1CCN(c2cc(=O)n(-c3ccccc3)c3ccccc23)CC1)Nc1ccccc1	95	68	80	83	97	23	75	78	97
O=C1C=CC(=O)N1c1cccc2c(N3C(=O)C=CC3=O)cccc12	100	91	99	107	103	109	99	98	102
CC1CC(c2ccc(N(C)C)cc2)=NN1c1nc(O)c(C2=c3cc(Br)ccc3=NC2=O)s1 (stereo not drawn)	123	53	83	73	32	95	74	94	79
CCCCCCCCCCCCNC(=S)N/N=C/c1ccc(O)c(OCC)c1	108	90	100	97	108	91	nt	100	98
COc1ccc(/C=C2\Oc3cc(OCCN4CCCCC4)ccc3C2=O)cc1	97	93	97	101	105	99	101	104	85
Cc1ccc(NC(=O)c2ccco2)c(C)c1	98	95	107	89	106	111	104	100	90
COc1ccc(-c2nnc(SCC(=O)N3CCN(c4cc5c(cc4F)c(=O)c(C(=O)O)cn5C4CC4)CC3)n2-c2ccccc2)cc1	119	87	62	76	80	102	73	97	106
CCC(=O)Nc1ccc(-c2nc(-c3cccc(OCCN4CCOCC4)c3)c(-c3ccnc(Br)c3)[nH]2)cc1	97	73	76	90	104	91	96	101	105
C=CC(=O)NC(C)(C)C	116	nt	110	106	110	121	113	110	nt
Cc1ccc2nc(N3C(=O)CSC3=S)sc2c1	103	97	94	104	112	95	107	111	105
COc1cc(C2=NN(C(C)=O)C(c3cn(S(=O)(=O)c4cccc5cccnc45)c4ccccc34)O2)cc(OC)c1OC (stereo not drawn)	83	81	87	98	98	86	106	105	99
O=C(O)c1cc(Cl)cc(Cl)c1O	95	82	100	106	95	104	107	108	110
COc1ccc(C(=O)CSc2nccc(Nc3cccc(C(C)=O)c3)n2)cc1	93	63	68	85	102	81	88	98	93
COc1ccc(-c2ccccc2)cc1	106	102	103	104	101	114	104	104	103
CCNC(=O)C(O)C(Cc1ccccc1)NC(=O)c1[nH]c2ccccc2c(=O)c1C (stereo not drawn)	100	98	101	102	118	99	107	106	102
OCC[P+](c1ccccc1)(c1ccccc1)c1ccccc1	96	81	97	83	80	97	72	101	96
COc1ccc(/C=C/c2nc(Nc3ccc(S(=O)(=O)N=C(N)N)cc3)c3ccccc3n2)cc1	95	96	87	87	96	100	103	94	102
COc1ccc(-n2cnc3c2NC(=O)CC3c2ccc3c(c2)OCO3)cc1 (stereo not drawn)	103	98	105	106	104	87	105	100	103
NS(=O)(=O)c1ccc(N2C(=O)/C(=C/c3coc4ccccc4c3=O)N=C2c2ccc(Cl)cc2)cc1	103	95	98	90	99	120	121	107	101
CCOc1ccc(C)cc1N	101	78	99	106	98	111	97	111	103
Clc1ccc(-c2noc(CSc3nc4ccccc4s3)n2)cc1	99	91	99	103	104	104	106	105	97
CCNc1nc(-c2ccc(Cl)c(OC)c2)c(-c2ccnc(NCCNS(=O)(=O)c3ccccc3)n2)s1	89	42	82	71	102	76	64	71	65
Cc1cc(-c2nc3ccccc3s2)c(=O)n(NS(=O)(=O)c2ccc(Cl)cc2)c1C	105	88	100	101	101	101	100	106	102
COc1ccc(/C=N/NC(=O)c2ccncc2)c(OC)c1OC	100	101	103	104	111	nt	109	112	105

Some of these compounds in order of number of heavy atoms, smallest number first.
SMILES	OVCAR-5	PC-3	OVCAR-8	KM12	HCC-2998	OVCAR-4	OVCAR-3	DU-145	SW-620
COc1ccc(-c2ccccc2)cc1	106	102	103	104	101	114	104	104	103
Cc1ccc2nc(N3C(=O)CSC3=S)sc2c1	103	97	94	104	112	95	107	111	105
COc1ccc(-n2cnc3c2NC(=O)CC3c2ccc3c(c2)OCO3)cc1 (stereo not drawn)	103	98	105	106	104	87	105	100	103

Reprinted at random: 4 entries already listed.
SMILES	OVCAR-5	PC-3	OVCAR-8	KM12	HCC-2998	OVCAR-4	OVCAR-3	DU-145	SW-620
COc1ccc(-c2nnc(SCC(=O)N3CCN(c4cc5c(cc4F)c(=O)c(C(=O)O)cn5C4CC4)CC3)n2-c2ccccc2)cc1	119	87	62	76	80	102	73	97	106
Cc1ccc2nc(N3C(=O)CSC3=S)sc2c1	103	97	94	104	112	95	107	111	105
CCC(=O)Nc1ccc(-c2nc(-c3cccc(OCCN4CCOCC4)c3)c(-c3ccnc(Br)c3)[nH]2)cc1	97	73	76	90	104	91	96	101	105
COc1ccc(/C=N/NC(=O)c2ccncc2)c(OC)c1OC	100	101	103	104	111	nt	109	112	105
